# From PubChem
# GLP1R inv ag: qHTS of GLP-1 Receptor Inverse Agonists (Inhibition Mode). HEK293 GLP-1R CRE-luciferase, luminescence, 24 h; GLP-1R form is constitutively active. Potency, µM (series often up to 38.3 µM), without a hit: top-dose activity change, negative = inhibition, hits mostly inhibitors. 410,000 tested, 1.6% active. Glucagon-like peptide 1 receptor (Homo sapiens), P43220; further: potency means the concentration at half of the fitted maximal effect; on the % scale 0 is the no-effect control and ±100 the full control effect; nearly all actives have a fitted effect of over 55% in size
# Target sequence (P43220 whole entry, looked up): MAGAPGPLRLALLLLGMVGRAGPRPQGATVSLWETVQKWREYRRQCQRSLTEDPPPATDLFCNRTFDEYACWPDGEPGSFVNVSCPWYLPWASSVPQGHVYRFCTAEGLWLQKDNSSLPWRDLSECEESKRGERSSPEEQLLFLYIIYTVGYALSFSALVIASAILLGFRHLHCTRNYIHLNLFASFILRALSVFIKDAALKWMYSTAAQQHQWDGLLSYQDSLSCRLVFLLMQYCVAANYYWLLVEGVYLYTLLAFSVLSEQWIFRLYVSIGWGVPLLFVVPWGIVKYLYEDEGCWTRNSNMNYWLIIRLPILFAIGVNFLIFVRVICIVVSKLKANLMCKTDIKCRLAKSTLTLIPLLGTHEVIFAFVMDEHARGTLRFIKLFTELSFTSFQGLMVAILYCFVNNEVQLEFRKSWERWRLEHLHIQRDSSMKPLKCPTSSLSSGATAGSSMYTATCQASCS
#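 Assay principle: reduced luminescence from a cAMP-responsive reporter in HEK293 cells co-expressing a constitutively active GLP-1R. Conditions: 24 hr compound incubation, 37 deg C, 5% CO2.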
# MmCpn inh: Inhibitors of TCP-1 ring complex (TRiC) of Methanococcus maripaludis (MmCpn): qHTS; Potency, µM (series often up to 76.9 µM), without a hit: at the highest dose activity, negative = inhibition, actives largely listed as inhibitors; AID 504842, 2011; Chaperonin Mm-Cpn (Methanococcus maripaludis); 330,000 tested, 0.031% active; purified Mm-Cpn ATPase, ADP Transcreener TR-FRET; further: potency means the concentration at half of the fitted maximal effect; on the % scale 0 is the no-effect control and ±100 the full control effect; nearly all actives have a fitted effect of over 80% in size
#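 ATPase turnover read by TR-FRET ADP competition (Eu cryptate antibody/ADP-d2, 665/590 nm): 10uM ATP final, 25nM Mm-CPN final, 30 min 37degC after 10-min compound preincubation, pH 7.4 Tris/KCl/MgCl2/DTT buffer.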
# Abeta rescue: qHTS for compounds that reverse cellular toxicity of Amyloid beta (A-beta) peptide in yeast: Primary Screen | yeast expressing A-beta42, growth rescue, OD600, 48 h; response scale: 0% DMSO, 100% iron-clioquinol control | Potency, µM (titrated, usually from 46.1 µM), for the others: at the highest dose growth rescue, most hits filed as activators | 410,000 tested, 0.063% active; further: potency means the concentration at half of the fitted maximal effect; nearly all actives have a fitted effect of over 55% in size
#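 Yeast A-beta toxicity model in growth medium with pinned compounds, 48 h at 30 C; growth read as absorbance at 600 nm. Normalized to FeCl3/clioquinol equimolar mix (positive) and DMSO (negative).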
# TDP-43 yeast inh: qHTS of TDP-43 Inhibitors | AID 652104, 2013 | 410,000 tested, 1.8% active | TDP-43 expressing yeast growth rescue, BacTiter-Glo, 24 h | Potency, µM (highest dose often 46.1 µM), inactives show top-dose growth rescue (activation), most hits filed as activators; further: potency means the concentration at half of the fitted maximal effect; % of control where 0% means no effect; nearly all actives have a fitted effect of over 50% in size
#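 Growth rescue of TDP-43-toxic yeast measured as ATP luminescence (BacTiter-Glo). Cells grown to mid-log in raffinose, induced in galactose at OD600=0.02, exposed to compound 24 hr at 30 deg C.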
# pAkt inh: HTS Assay for Inhibitors of Akt Phophorylation: Primary Screen; Neuro2A IGF-stimulated pAkt S473 HTRF, 20 min; stronger effect = lower value; 360,000 tested, 0.32% active; activity change, % for hits at 50 µM; in the data active means activity change below about -80%; inconclusive means mostly about -51% to -80%; further: on the % scale 0 is the no-effect control and ±100 the full control effect
#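 Neuro2A cells (4,500/well, DMEM with 0.5% FBS) were treated with compound at a single 50 µM final concentration, stimulated with 6 nM IGF for 20 min at 37 °C, and lysed. Phospho-Akt Ser473 was read by HTRF as 665/615 ratio ×10^4.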
# HEK293 tox: qHTS of GLP-1 Receptor Inverse Agonists: Cytotox Screen | Potency, µM (titrated, usually from 38.3 µM), for the others: top-dose activity change, negative = inhibition, actives largely listed as inhibitors | 410,000 tested, 0.13% active | HEK293 cAMP-luciferase reporter cells, luminescence, 24 h;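 further: loss of luciferase light is scored as toxicity; potency means the concentration at half of the fitted maximal effect; on the % scale 0 is the no-effect control and ±100 the full control effect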
#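 Luminescence readout: signal drop marks cytotoxicity. Plated cells grew 12 h at 37 °C, 5% CO2, received 23 nL compound for 24 h, then got luciferase reagent, read after 12 min at RT.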
# aSyn yeast inh: qHTS of alpha-syn Inhibitors. Yeast expressing alpha-synuclein, growth rescue, BacTiter-Glo, 24 h. 370,000 tested, 0.14% active. Potency, µM (doses to about 46.1 µM), for inactives: at the top dose growth rescue (activation), most hits filed as activators; further: potency means the concentration at half of the fitted maximal effect; % of control where 0% means no effect; nearly all actives have a fitted effect of over 65% in size
#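 Galactose-induced alpha-syn yeast (OD600=0.02, raffinose-pregrown) + pinned cpd, 24 hr, 30 deg C; growth by BacTiter-Glo luminescence. Growth restoration scores as activation.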
# FUS yeast rescue: qHTS for Suppressors of FUS Proteinopathy: Primary screen using FUS-linked yeast assay | Potency, µM (highest dose often 76.6 µM), inactives show at the highest dose growth rescue (activation), most hits filed as activators | S. cerevisiae FUS-expressing, growth rescue, OD600, 24 h | 390,000 tested, 0.24% active;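 further: potency means the concentration at half of the fitted maximal effect; plate controls were DMSO vehicle for no effect and reference control for full effect; nearly all actives have a fitted effect of over 55% in size; some results filed as inactive show a strong effect at the top dose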
#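 S. cerevisiae expressing FUS from galactose induction served as the toxicity model. Growth after 24hr at 30C, read as absorbance at 600 nm, indicates suppression of toxicity; compounds dosed at several concentrations.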
# PTHR1 agonist: qHTS for PTHR1 Agonists: Primary Screen; Potency, µM (doses to about 115 µM), for the others: top-dose activation, actives largely listed as activators; Parathyroid hormone/parathyroid hormone-related peptide receptor (Homo sapiens), Q03431; AID 743266, 2014; HEK293 GP2 PTHR1 cells, GloSensor cAMP luminescence, 1 h; 410,000 tested, 0.075% active; further: potency means the concentration at half of the fitted maximal effect; nearly all actives have a fitted effect of over 55% in size; some results filed as inactive show a strong effect at the top dose; inactives centre near -15; many of its hits are not listed in these tables
# Target sequence (Q03431 whole entry, looked up): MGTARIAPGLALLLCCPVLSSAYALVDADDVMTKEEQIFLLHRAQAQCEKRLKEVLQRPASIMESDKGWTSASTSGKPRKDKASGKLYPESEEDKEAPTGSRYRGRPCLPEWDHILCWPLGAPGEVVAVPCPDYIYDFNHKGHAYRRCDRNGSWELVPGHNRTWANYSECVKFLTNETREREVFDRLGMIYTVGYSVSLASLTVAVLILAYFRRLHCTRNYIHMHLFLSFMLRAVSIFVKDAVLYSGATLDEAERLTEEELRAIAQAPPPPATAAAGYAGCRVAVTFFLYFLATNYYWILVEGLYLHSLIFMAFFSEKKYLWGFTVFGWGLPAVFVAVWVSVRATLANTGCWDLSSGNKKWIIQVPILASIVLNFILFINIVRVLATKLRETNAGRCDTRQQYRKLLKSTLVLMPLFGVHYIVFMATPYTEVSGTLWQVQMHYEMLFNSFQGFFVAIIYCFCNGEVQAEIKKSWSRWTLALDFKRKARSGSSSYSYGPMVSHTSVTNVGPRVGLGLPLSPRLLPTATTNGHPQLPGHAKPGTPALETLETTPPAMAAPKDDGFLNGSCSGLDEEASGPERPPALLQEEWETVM
#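 HEK-293-derived GP2 cells expressing PTHR1 and a GloSensor cAMP reporter, 3,000/well, plated overnight, given luciferin plus IBMX (each 0.5 mM as added) for 1 h at 37 °C, then compound for 1 h at 37 °C. Luminescence was read after 15 min at room temperature.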
# * marks the source's active call; other numbers are inactive results; i = inactive; ? = inconclusive; / = no result given; [ ] = remark or other dose. Unless noted, the call rests on the fitted dose curve; in most records, active means well fitted curve in the direction sought with a large enough effect; inconclusive means small, poorly fitted or top-dose-only effect, or another doubt; inactive means no such curve, though single readings can be large; an effect the other way counts as inactive or inconclusive. Not all compounds are listed, so the mix of outcomes need not match the whole.
canonical_smiles	GLP1R inv ag	TDP-43 yeast inh	PTHR1 agonist	MmCpn inh	pAkt inh	HEK293 tox	FUS yeast rescue	Abeta rescue	aSyn yeast inh
Nc1nc(SCC(=O)c2ccc(Cl)cc2)c2ncn(C3OC(CO)C(O)C3O)c2n1 (configuration not stated)	7%	16%	i	/	i	10%	11%	-11%	8%
CN1CCCC(OC(=O)c2cc(Br)ccc2Cl)C1 (configuration not stated)	?	6%	-5%[57.5 µM]	1%	i	-18%	-20%	5%	-1%
Cc1nc2cc(NC(=O)C3(C)CCCN(C(C)C)C3)ccc2o1 (configuration not stated)	3%	11%	i	/	i	1%	-13%	-9%	-1%
Fc1ccc(NCc2n[nH]c(=S)n2Cc2ccccc2)cc1	-12%	13%	i	-4%	i	0%	2%	6%	3%
CCOc1ccc(Nc2ncnc3c2cnn3-c2ccc(F)cc2)cc1	6%	37%	i	/	/	-6%	2%	10%	/
COC(=O)C1=CN(c2ccc(OC)cc2)C(N)=C(C#N)C1c1cccc2ccccc12 (configuration not stated)	?	0%	-18%	/	i	-10%	30%	-7%	2%
CS(=O)(=O)N1CCCCC1c1cc(C(=O)Nc2ccccc2Cl)no1 (configuration not stated)	18%	16%	-20%	/	/	-8%	13%	-12%	-8%
CCc1ccc(NC(=O)Cn2c(=O)c(-c3ccccc3NC(C)=O)nc3ccccc32)cc1	-7%	6%	-38%[inhibitor]	/	/	2%	18%	-12%	/
Cc1nn(CC(=O)c2ccc(Cl)s2)c(C)c1[N+](=O)[O-]	-23%	29%	i	-5%	i	11%	18µM*	9%	19%
c1ccc(CSc2ccc(-c3cccs3)nn2)cc1	-14%	2%	-35%[inhibitor]	?	i	-1%	/	0%	-7%
Cc1ccc(C)c(N2CCN(c3ccncc3N)CC2)c1	?	-17%	-26%	-2%	i	-23%	-14%	-14%	-4%
COc1ccc(CCNC(=O)C2CC=CCC2C(=O)O)cc1 (configuration not stated)	1%	10%	-11%	1%	i	-6%	-20%	11%	1%
O=C(COC(=O)c1ccccc1Br)Nc1cccnc1Cl	41%[activator]	25%	i	-7%	i	-13%	-2%	27%	10%
Cc1noc(C)c1COc1ccccc1C(=O)NCCc1ccc(F)cc1	?	-9%	i	/	i	-1%	22%	-8%	-3%
O=C(COC(=O)c1ccccc1O)Nc1ccc(S(=O)(=O)N2CCCCC2)cc1	-22%	36%	-29%	0%	i	5%	15%	2%	12%
O=C(Oc1cccnc1)c1ccc(Cl)c(Cl)c1	16%	-7%	-23%	-4%	i	-6%	15%	-19%	-6%
CCOC(=O)C1(CC2CC2)CCN(C(=O)c2ocnc2C)CC1	4%	4%	?	-5%	i	5%	3%	2%	1%
Cc1ccc(NC(=O)CCn2c(=S)oc3ccccc32)cc1	-21%	-7%[9.22 µM]	i	0%	i	2%	9%	1%	0%
Cc1sc(NC(=O)c2ccco2)nc1-c1ccc2c(c1)CC(C)N2C(=O)C1CC1 (configuration not stated)	0%	?	i	-13%	i	?	?	-5%	-11%
O=S(=O)(c1ccc(Br)cc1)c1nnn2c1nc(NCc1cccs1)c1sccc12	7%	4%	-8%	/	/	1%	-16%	-11%	/
O=C(CSc1nc2[nH]ncc2c(=O)n1-c1ccccc1Cl)N1CCCC1	9%	14%	-23%	1%	i	-8%	-26%	4%	7%
CCN(Cc1ccccc1)c1ccc(N=Nc2nn(C)c(C)c2[N+](=O)[O-])cc1	?	0%	i	-4%	i	?	/	0%	0%
CCOc1c2ccc(C(=O)NCc3cc(C(F)(F)F)cc(C(F)(F)F)c3)cc2nn1C	?	14%	i	-6%	i	-36%	28%	-1%	0%
NS(=O)(=O)c1ccc(NC(=S)Nc2nn(Cc3ccc(Cl)cc3Cl)cc2Cl)cc1	?	-3%	i	-1%	i	-14%	20%	9%	-10%
COc1ccc(C)cc1NC(=O)c1nnn(Cc2cccc(C(F)(F)F)c2)c1N	?	-15%	-9%	0%	i	-6%	-4%	-9%	-1%
O=C(CN1CC(c2ccccc2)CC1=O)Nc1ccc2c(c1)OCO2 (configuration not stated)	26%	-1%	-28%	0%	i	-17%	5%	-11%	4%
O=C([C@H]1O[C@@H](n2ccc(=O)[nH]c2=O)[C@H](O)[C@@H]1O)N1CCN(Cc2ccccn2)CC1	7%	?	-13%	/	i	-5%	-18%	-7%	-1%
O=C(N=C1SC2CS(=O)(=O)CC2N1c1ccccc1)C1CCCCC1 (configuration not stated)	31%[activator]	8%	i	1%	i	2%	6%	-4%	-3%
CCOC(=O)C1=CCN(S(=O)(=O)c2ccc(F)cc2)C1c1cccc(F)c1 (configuration not stated)	-14%	?	-25%	/	i	0%	16%	-5%	12%
CCOC(=O)C1CCN(C2=NC(=O)/C(=C/c3ccc(O)cc3)S2)CC1	-12%	-3%	-6%	1%	i	-11%	19%	-5%	1%
Cc1ccc(C(=O)NCC(=O)Nc2ccc(F)c(F)c2F)cc1	3%	2%	-32%[inhibitor]	-2%	i	8%	-16%	10%	-3%
CCN1CCc2nc(NC(=O)c3ccccc3)sc2C1	?	6%	i	/	i	-14%	/	3%	6%
O=C(NCCCO)c1nn(-c2ccc(Cl)cc2)nc1CO	9%	7%	i	/	/	9%	-5%	-3%	/
COc1cc(CNc2ncnc3c2ncn3[C@H]2CN(CCN3CCOCC3)C[C@@H](CO)O2)cc(OC)c1OC	27%	2%	-19%	/	i	3%	-11%	-16%	-7%
O=[N+]([O-])/C(C(Cl)=C(Cl)Cl)=C(/NC1CC1)Sc1ccccc1	2%	-93%[inhibitor]	i	0%	i	2%	-6%	-15%	10%
O=C(Nc1cccc(C(F)(F)F)c1)C(Sc1cccc[n+]1[O-])c1ccccc1 (configuration not stated)	6%	4%	-5%	1%	i	19%	/	2%	-2%
Cc1ccccc1SCC(=O)OCC(=O)NCc1ccccc1	-4%	0%	i	2%	i	-7%	14%	11%	7%
CCCc1cc(=O)[nH]c(SCCN2C(=O)c3ccccc3C2=O)n1	1%	13%	-67%	2%	i	1%	-5%	-4%	3%
Cc1ccc2cc(/C=N/NC(=O)[C@H]3C[C@@H]3c3ccccc3)c(Cl)nc2c1	22%	8%	i	2%	i	-20%	-19%	-2%	-1%
Cc1noc(C)c1CSCC(=O)OCC(=O)N1CC(=O)Nc2ccccc21	4%	16%	i	-3%	i	0%	-19%	0%	5%
O=c1[nH]c(O)c(C=Nc2ccc(Cl)cc2Cl)c(=O)[nH]1	2%	-9%[1.82 µM]	i	-2%	i	0%	7%	6%	-11%
Cc1[nH]c2ccccc2c1C(=O)C(C)OC(=O)c1ccccc1NCCO (configuration not stated)	?	23%	i	-2%	i	1%	22%	1%	-2%
CSc1ncc(C(=O)N2CCN(c3cc(C)ccc3C)CC2)c(C)n1	1%	27%	-3%	/	/	18%	19%	1%	/
Cc1cc(SCc2ccc(C(F)(F)F)cc2)nc(=O)[nH]1	-29%	13%	i	2%	/	-18%	-8%	-11%	3%
Nc1nc(N)nc(-c2cc(O)ccc2O)n1	?	5%	0%	-2%	i	-26%	-26%	-1%	1%
O=C(CSc1nnc(-c2cccc(S(=O)(=O)N3CCCCC3)c2)o1)NCCC1=CCCCC1	-23%	-3%	i	-2%	i	54%[activator]	25%	7%	1%
Cc1ccc(C2CC2c2n[nH]c(=S)n2-c2ccc(C)cc2)cc1 (configuration not stated)	8%	13%	-2%	0%	i	6%	43%	-5%	0%
O=C(COC(=O)c1nc(-c2ccccc2)n(-c2cccc(C(F)(F)F)c2)n1)NCc1cccs1	2%	-7%	-24%	-2%	i	7%	44%	-3%	0%
Cc1ccc(-c2ccc(=O)n(CC(=O)Nc3ccc(C(C)C)cc3)n2)cc1	-16%	?	-8%	/	/	-5%	24%	5%	/
COc1ccc(NC(=O)C2C3C=CC(C3)C2C(=O)NCc2ccccn2)c(OC)c1 (configuration not stated)	-4%	1%	i	2%	i	-3%	3%	-4%	-1%

# (list continues)
canonical_smiles	GLP1R inv ag	TDP-43 yeast inh	PTHR1 agonist	MmCpn inh	pAkt inh	HEK293 tox	FUS yeast rescue	Abeta rescue	aSyn yeast inh
O=C(NCC1CC1)Nc1ccccc1F	16%	-8%	-13%	-2%	i	6%	-17%	0%	9%
Cc1cccc(CCNC(=O)Cn2ncc3c([nH]c4ccc(C)cc43)c2=O)c1	-11%	12%	i	-7%	/	0%	-15%	-5%	-4%
Cc1ccccc1N1CCN(Cc2ccc(Br)o2)CC1	?	11%	i	-3%	i	-13%	2%	19%	9%
Cn1cnc2c1c(=O)n(Cc1cccc(Br)c1)c(=O)n2C	4%	?	-13%[57.5 µM]	0%	i	3%	9%	8%	?
CCOc1ccc(C(=O)NC(=S)Nc2cccc(S(=O)(=O)NC3=NCCC3)c2)cc1	?	-2%	i	-10%	i	?	13%	6%	5%
Cc1ccc(C(=O)NCCSc2snnc2C)cc1	-2%	1%	-2%	-4%	i	-2%	-18%	9%	-4%
